V-ATPase pH – alters yeast V-ATPase proton transport; S. cerevisiae, pHLuorin cytosolic pH fluorescence; AID 504577; 350,000 compounds, 0.37% hits; response, % at 10 µM; in the data active means response mostly above about 7.3%, no sharp cut-off; inactive means mostly below about 5.4%; further: actives read high; inactives centre near 0; some compounds called inactive have numbers as strong as hits
CAL PDZ FP-1 – human CAL PDZ-peptide interaction inhibition; Q9HD26; purified CAL PDZ, TMR-peptide fluorescence polarization, 1 h; inhibition, % at 20 µM; 330,000 compounds, 0.02% hits; AID 504414;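 active means highest replicate inhibition of at least 40%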;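 further: plate controls were DMSO neutral control wells for no effect and unlabeled competitor peptide control wells for full effect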
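Read-out basis: mP drop reported as inhibition | Assay system: Tagged CAL PDZ protein CerCALP, purified | Benchmarks: Unlabelled peptide for full inhibition, DMSO wells as neutral | Schedule: 1 h incubation at room temperature before polarization reading | Buffer or medium: Sodium phosphate/NaCl buffer pH 7.4 with TCEP, IgG, Thesit | Doses: Single point, 20 µM | Measured by: Fluorescence polarization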
dFosB activator – mouse delta FosB homodimer activation; P13346; activation, % at 25 µM; 340,000 compounds, 0.99% hits; purified delta FosB, TAMRA-CDK5 oligo fluorescence polarization; percent of positive-control signal above neutral wells; AID 493131;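 active means mean activation above about 17%, with every replicate also reaching it, limit read from the data, passing the limit was not always enough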;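 further: fluorescence polarization rise as delta FosB binds a TAMRA Cdk5 AP-1 oligo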
Target sequence (P13346 whole entry, looked up): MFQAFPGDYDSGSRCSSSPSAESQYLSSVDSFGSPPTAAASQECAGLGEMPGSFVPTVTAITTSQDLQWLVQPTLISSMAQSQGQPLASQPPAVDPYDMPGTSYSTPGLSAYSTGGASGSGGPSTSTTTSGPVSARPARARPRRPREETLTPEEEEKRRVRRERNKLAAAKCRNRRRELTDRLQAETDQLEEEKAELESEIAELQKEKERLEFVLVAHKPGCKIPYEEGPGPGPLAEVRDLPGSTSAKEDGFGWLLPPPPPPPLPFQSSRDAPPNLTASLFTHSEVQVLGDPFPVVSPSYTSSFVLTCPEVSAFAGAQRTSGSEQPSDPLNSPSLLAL
Wnt act – activators of Wnt/beta-catenin signaling; AID 743398; 300,000 compounds, 1.2% hits; Wnt/beta-catenin reporter cell assay, activator, plate reader; activation, % at 9.35 µM; in the data active means activation above about 30%, passing the limit was not always enough;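 further: 0% = neutral control wells and 100% = positive control wells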
CAL PDZ FP-2 – inhibitors of human CAL PDZ peptide binding. AID 602252. Q9HD26. 300,000 compounds, 0.92% hits. purified CAL PDZ, TMR-peptide fluorescence polarization, 1 h. inhibition, % at 24.9 µM;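 active means mean inhibition of at least 30% with at least half of replicates also reaching 30%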;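 further: 0% = DMSO neutral control and 100% = excess unlabeled competitor peptide PRC23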
CDK5 inh – inhibitors of human CDK5/p35 kinase. Q00535+Q15078. Recombinant CDK5/p35, ADP-Glo luminescence, 60 min. inhibition, % at 10 µM. 330,000 compounds, 0.01% hits. AID 488839;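 active means highest replicate inhibition of at least 50% and at least 75% of replicates reaching 50%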;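 further: plate controls were DMSO neutral control for no effect and GW8510 at 10 µM for full effect; many of its hits are not listed in these tables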
Target sequence (Q00535 whole entry, looked up): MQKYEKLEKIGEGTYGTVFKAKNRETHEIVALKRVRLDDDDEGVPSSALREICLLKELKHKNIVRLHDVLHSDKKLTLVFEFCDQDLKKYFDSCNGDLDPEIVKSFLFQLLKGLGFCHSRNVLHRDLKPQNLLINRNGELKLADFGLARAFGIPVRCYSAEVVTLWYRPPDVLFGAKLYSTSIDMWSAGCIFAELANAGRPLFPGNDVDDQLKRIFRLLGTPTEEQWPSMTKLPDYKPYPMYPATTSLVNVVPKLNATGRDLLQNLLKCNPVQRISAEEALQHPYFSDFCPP
Target sequence (Q15078 whole entry, looked up): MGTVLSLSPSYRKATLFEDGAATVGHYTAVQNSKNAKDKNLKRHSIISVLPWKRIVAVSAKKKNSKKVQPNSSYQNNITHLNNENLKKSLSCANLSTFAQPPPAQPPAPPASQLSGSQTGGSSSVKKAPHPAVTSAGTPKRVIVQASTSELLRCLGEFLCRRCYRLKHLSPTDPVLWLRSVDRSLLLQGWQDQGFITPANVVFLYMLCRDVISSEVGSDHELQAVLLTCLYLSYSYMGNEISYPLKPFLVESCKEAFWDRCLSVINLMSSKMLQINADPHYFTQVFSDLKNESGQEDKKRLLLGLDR
cardiac RTF act – increases calcium sensitivity of human cardiac regulated thin filaments. P19429+P45379. IANBD-labeled TnC RTF fluorescence at EC20 calcium; 0% EC20 calcium, 100% full calcium. activation, % at 7.2 µM. 340,000 compounds, 0.24% hits. AID 493008;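 active means activation above the mean over all tested compounds plus 3 SD, cut at about 30% in these data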;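 further: rise in fluorescence read as greater calcium sensitivity of cardiac thin filaments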
Tat export inh – inhibitors of E. coli Tat protein transport; E. coli MC4100 TorA-mCherry Tat export, fluorescence; inhibition, % at 10 µM; 340,000 compounds, 0.036% hits; AID 488895;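 active means mean replicate inhibition at least 50% and at least half of replicates individually reaching 50%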;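 further: exported cargo escapes ClpAP degradation while cytoplasmic cargo is degraded and loses fluorescence; 0% = median of neutral control wells and 100% = median of NaSCN control wells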
MITF TRPM1 HTS – activators of MITF-driven TRPM1 promoter activity in SK-MEL-5 cells | AID 588334 | 300,000 compounds, 0.75% hits | activation, % at 12.5 µM | SK-MEL-5 TRPM1-promoter luciferase, 24 h; % of positive control, neutral wells = 0;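 active means mean activation of at least 80% with every replicate also reaching 80%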;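 further: 0% = neutral control wells and 100% = parthenolide positive control wells; values of inactives mirror those of a sister screen read the other way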
Rtt109 Vps75 – inhibitors of Candida albicans Rtt109/Vps75 histone acetyltransferase; Q5AAJ8; purified Rtt109/Vps75, ThioGlo CoA-SH fluorescence, 4 h; inhibition, % at 34.9 µM; 330,000 compounds, 0.16% hits; AID 540336;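 active means inhibition of at least 50% in every replicate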
The depositor's hits bear a star; . = not tested or not shown.

SMILES	V-ATPase pH	CAL PDZ FP-1	dFosB activator	Wnt act	CAL PDZ FP-2	CDK5 inh	cardiac RTF act	Tat export inh	MITF TRPM1 HTS	Rtt109 Vps75
CCOC(=O)C(c1ccccc1)C(Nc1ccc(F)cc1)c1ccccn1 (stereo unspecified)	0	-0.5	3	0	-3	0.0	-9	8	.	1
CCc1ccc(OC)c(S(=O)(=O)Nc2ccc(Cc3ccncc3)cc2)c1	-2	-3.2	-13	-5	-5	-1.4	5	10	-7	10
COc1ccc(Cl)cc1-c1nc(N)nc(N(C)C)n1	-1	0.3	2	-7	-1	.	-5	-1	-1	-7
O=C(NCC(c1ccco1)N1CCCC1)c1ccccc1F (stereo unspecified)	9	0.5	-9	.	-3	0.1	2	9	.	7
O=C(CCS(=O)(=O)c1ccc(Br)cc1)Nc1ccccn1	0	0.2	0	-1	-4	0.1	-3	-10	0	3
Cc1oc2c(c(=O)c1C)C(=O)CC(c1ccccc1)C2 (stereo unspecified)	-1	-0.5	-6	.	-2	-0.4	0	-9	-3	9
Cn1nnnc1Sc1ncnc2scc(-c3cc4ccccc4o3)c12	-2	-11	8	-23	-1	-0.5	-3	-5	-99	4
CC(=O)c1cccc(NC(=O)NNC(=O)CCC(=O)Nc2ccc(C)c(C)c2)c1	0	-1.1	-3	-2	-2	-0.8	1	-5	3	-6
Fc1ccc(NC(=S)NC2CC3CCCC(C2)N3Cc2cccs2)cc1 (stereo unspecified)	-2	.	3	-4	-8	2.3	3	-3	4	-8
CC1O[C@H](OC2C(COC3OC(CO)C(O)[C@H](O)C3O)OC(OC3CC[C@]4(C)C(CC[C@@]5(C)[C@@H]4C=C[C@]46OC[C@@]7(CCC(C)(C)C[C@H]74)C(O)C[C@@]56C)C3(C)C)C(O)C2O)C(O)C(O)C1O (stereo partly specified)	2	-1.9	6	9	-6	-1.1	-6	-2	13	-5
O=C(Nc1ccccc1C(=O)N1CCCCC1)NC1CCCCC1	-2	0.9	0	0	1	1.3	1	-3	-3	-10
CC(=O)NCCC(=O)N(C)CC1CCN(CCc2cccc(C(F)(F)F)c2)CC1	3	-0.3	-1	-3	-5	0.4	9	7	.	1
COc1ccc(C(=O)CSc2n[nH]c(=O)[nH]c2=O)cc1	-1	0.1	7	-1	.	-5.3	-1	1	.	-13
CCc1ccccc1N(CC(=O)Nc1cccc(N(C)S(C)(=O)=O)c1)S(C)(=O)=O	-1	-0.9	-1	.	2	-0.6	-10	-10	-2	9
O=C(OCCN1CCCCC1)c1ccccc1Cl	9	.	-10	-2	-1	-0.7	-2	-3	8	-10
COc1ccc(C)c(NC(=O)C2CC(=O)NC3=C2C(=O)CCC3)c1 (stereo unspecified)	0	0.2	7	-1	22	-0.5	3	0	4	-28
Cc1c(N2C(=O)c3ccc4c5c(ccc(c35)C2=O)CC4)c(=O)n(-c2ccccc2)n1C	-2	-0.3	-18	.	-3	2.0	-4	0	-5	1
Cc1ccc(-c2cc3c(n2-c2ccc(C(=O)O)cc2)CCCC3=O)cc1	0	-0.9	-2	.	-3	0.2	8	-8	15	5
Cc1ccc(S(=O)(=O)NN2C(=O)c3ccccc3NC2c2ccccn2)cc1 (stereo unspecified)	-1	0.2	-1	-1	0	-0.2	2	4	-1	-6
CCn1cc(C(=O)O)c(=O)c2cc(F)c(N3CCN(C(=S)Nc4ccccc4OC)CC3)cc21	-2	-0.7	3	0	3	-1.6	-3	24	-3	-17
O=C(CNc1ccc(F)cc1)N/N=C/C1CC=CCC1 (stereo unspecified)	-1	-0.3	-1	-2	1	-0.9	0	-4	-5	-12
COc1ccccc1C(=O)N/C(=C\c1ccccc1)C(=O)NCc1ccco1	4	-1.8	-3	-1	-2	-1.4	-1	5	-6	-2
CC1CCCCC1NC(=O)CN1C(=O)c2ccccc2S1(=O)=O (stereo unspecified)	2	-2.9	-4	4	-2	0.9	5	1	-1	-3
Cc1ccccc1OCc1nc(-c2cccnc2)no1	0	-3.0	-1	5	1	3.1	0	-6	54	0
COc1ccc(C(=O)Cn2nnc(-c3ccccc3-n3cnnn3)n2)cc1	4	0.2	-5	0	-3	7.4	4	-1	-1	19

Following part.
SMILES	V-ATPase pH	CAL PDZ FP-1	dFosB activator	Wnt act	CAL PDZ FP-2	CDK5 inh	cardiac RTF act	Tat export inh	MITF TRPM1 HTS	Rtt109 Vps75
CC1CCCC(C)N1C(=O)CSc1nnc(COc2ccc(F)cc2)o1 (stereo unspecified)	0	-0.3	0	-2	-7	1.7	-4	0	1	-3
O=C(N/C=N/O)C1=NOC(CNc2ncc(C(F)(F)F)cc2Cl)C1 (stereo unspecified)	-3	-0.5	-3	-5	0	3.6	-3	-1	14	-2
O=C(COc1ccc2c(c1)oc(=O)c1ccccc12)NC(Cc1ccc(Cl)cc1)C(=O)O (stereo unspecified)	-1	-1.3	-13	-1	-8	-0.6	6	3	-3	4
COc1ccc(C(=O)NCCCn2nc(C)cc2C)cc1S(=O)(=O)N1CCOCC1	-1	-2.0	-8	2	-3	-0.1	-6	0	-12	-4
CCN(CC)CC(=O)Nc1sc2c(c1C(=O)c1ccccc1C)CCC2	1	-2.0	-11	-3	-1	0.9	-2	9	-16	0
CN1CCN(C(=O)c2cccc(COc3cc(Cl)ccc3Cl)c2)CC1	1	-3.9	-9	15	-1	0.2	-2	2	71	7
CCS(=O)(=O)N1CCCC(C(=O)NCCN2CCC(Cc3ccccc3)CC2)C1 (stereo unspecified)	1	-0.8	2	.	-2	-1.1	0	2	-15	-8
FC(F)(F)c1cnc(C(c2ccccc2)c2ncn[nH]2)c(Cl)c1 (stereo unspecified)	0	0.6	-1	-1	1	-2.0	4	-9	0	8
CCOC(=O)C1CCN(C(=O)C2CCN(C(=O)c3ccc([N+](=O)[O-])cc3)CC2)CC1	1	-0.3	4	.	-2	0.2	-7	-6	10	5
Cn1c(-c2ccc(Cl)nc2)nc2cc(Cl)ccc21	-1	-1.2	1	0	-16	-1.5	-4	-7	33	-3
COc1ccccc1NC(=S)NCc1ccco1	-1	0.9	-1	.	.	0.7	2	6	-5	10
CCn1c2ccccc2c2nnc(SCC(=O)Nc3c(C)n(C)n(-c4ccccc4)c3=O)nc21	-1	-1.2	0	-2	-2	-4.8	-4	7	-10	16
COC(=O)c1ccccc1OCCOCCOc1cccc2cccnc12	-3	-2.4	-7	-2	0	1.3	-1	-8	7	-6
COC(=O)CCC(NS(=O)(=O)OCC(Cl)(Cl)Cl)c1ccccc1 (stereo unspecified)	1	-0.2	3	-3	-1	-0.8	12	9	15	3
CCCc1[nH]nc2c1C(c1ccc(O)c(OC)c1)C(C#N)=C(N)O2 (stereo unspecified)	-3	-2.0	-5	.	-1	-0.5	-1	-4	-6	-5
Cc1ccc(S(=O)(=O)c2c(C)nn(-c3ccccc3)c2OC(=O)c2ccc(Br)o2)cc1	-4	-0.5	2	-1	-4	-0.9	6	-4	4	-3
CS(=O)(=O)c1cccc(S(=O)(=O)N2CCCCCC2)c1	-4	-2.3	3	-2	-1	0.0	-6	-2	4	6
CCOC(=O)C1CCN(c2cc(=O)n(Cc3ccc(F)cc3)c(=O)[nH]2)CC1	-5	-0.5	3	-2	-3	-0.8	6	-6	4	-7
CC(=O)NNc1nc(-c2ccc(NC(C)=O)cc2)cs1	-5	-2.1	-5	-8	-3	0.3	-5	-3	5	23
CN(C)S(=O)(=O)c1cccc(NC(=O)CN2C(=O)NC3(CCc4ccccc4C3)C2=O)c1 (stereo unspecified)	6	0.0	-9	-4	-2	0.0	-4	1	-5	7
COC(=O)C1C(=O)C2=C(CC1C)NC(C)=C(C(=O)OCc1ccc(OC)cc1)C2c1ccc(C)o1 (stereo unspecified)	1	-2.3	-8	1	0	-0.3	-5	4	-15	-5
CCN(CC(=O)NCc1ccc(Cl)cc1)C(=O)CCOc1ccccc1C	4	-0.4	-5	-3	-1	-0.2	-1	-4	1	1
COc1ccc(N2CCN(S(=O)(=O)c3ccc4c(c3)OCCO4)CC2)cc1	10	-0.9	-4	4	26	0.8	14	6	-9	3
CCc1ccc(NC(=O)Cn2nnc(C(=O)NCc3ccc(OC)cc3)c2N)cc1	0	-0.8	14	0	-3	2.6	-2	4	-14	4
Clc1ccc(OCCOCCOc2cccc3cccnc23)c(Br)c1	-1	-0.6	-13	5	-4	-1.9	6	20	-6	5

The final 3 compounds of the part before are carried over, then new ones follow:
SMILES	V-ATPase pH	CAL PDZ FP-1	dFosB activator	Wnt act	CAL PDZ FP-2	CDK5 inh	cardiac RTF act	Tat export inh	MITF TRPM1 HTS	Rtt109 Vps75
COc1ccc(N2CCN(S(=O)(=O)c3ccc4c(c3)OCCO4)CC2)cc1	10	-0.9	-4	4	26	0.8	14	6	-9	3
CCc1ccc(NC(=O)Cn2nnc(C(=O)NCc3ccc(OC)cc3)c2N)cc1	0	-0.8	14	0	-3	2.6	-2	4	-14	4
Clc1ccc(OCCOCCOc2cccc3cccnc23)c(Br)c1	-1	-0.6	-13	5	-4	-1.9	6	20	-6	5
Cc1ccc(-c2csc3ncnc(SCC(=O)O)c23)cc1	-2	-2.3	-4	2	-5	0.3	-1	-1	1	1
CC1=C(C#N)C(c2ccc(O)cc2)C2=C(CCCC2=O)N1 (stereo unspecified)	0	-0.4	5	0	-1	0.5	-9	-3	22	-18
COc1ccc(CNC(=O)CCC2N=C3c4ccccc4N=C(SCC(=O)NCC4CCCO4)N3C2=O)cc1 (stereo unspecified)	-2	-1.4	-3	-2	-5	.	-1	0	23	2
COC(=O)Nc1ccc(C)c(NC(=O)OC)c1	3	-0.7	4	-2	-4	-0.3	2	-5	-2	-3
CC1Cc2ccccc2N1C(=O)COC(=O)c1ccccc1NCCO (stereo unspecified)	-1	-1.0	-10	0	0	-2.1	-14	14	6	2
C[C@H](CCC(=O)NCC(=O)O)[C@H]1CC[C@H]2C3[C@H](O)C[C@@H]4C[C@H](O)CC[C@]4(C)[C@H]3C[C@H](O)[C@]12C (stereo partly specified)	-2	0.3	0	-1	-5	0.7	5	22	-6	-2
Cc1cc(Br)ccc1OCC(=O)NNC(=O)c1ccc(NC(=O)C2CC2)cc1	-5	0.4	13	-4	0	-0.6	2	4	-4	-1
O=C(NC1CCCCCCC1O)c1ccccc1 (stereo unspecified)	6	-1.1	1	1	1	-2.3	-3	18	5	13
O=C(Cc1csc(N2CCOCC2)n1)N/N=C/c1ccc(Cl)cc1Cl	-5	-2.6	-1	-3	0	-0.4	0	3	.	.
CC(C)=CC(=O)OCc1csc(CC(=O)Nc2ccccc2C)n1	-2	-1.0	-9	-1	-4	-3.1	2	-5	-10	13
CCc1ccc(NC(=O)CC2C(=O)N(c3ccc(OC)cc3)C(=O)N2CCOC)cc1 (stereo unspecified)	-2	0.2	2	-3	-3	1.4	-1	-1	.	-2
COC(=O)CSc1nc(N)c(C#N)c(CC(C)C)c1C#N	7	-0.4	3	-2	4	-0.5	8	8	13	11
CCCCS(=O)(=O)N1C2=NC(C(=O)OC)=C(C(=O)OC)[C@@H]3N(C)c4ccc(OC)cc4[C@]23C[C@H]1C(=O)OC	5	0.0	2	.	-3	0.7	3	-2	-4	0

Screening data: PubChem, several laboratories
